# High-throughput results as filed in PubChem BioAssay.
# TDP1 cell noCPT: qHTS for Inhibitors of human tyrosyl-DNA phosphodiesterase 1 (TDP1): qHTS in cells in absence of CPT; DT40 Tdp1-/- hTDP1 cells, no CPT, ATP luminescence, 48 h; Potency, µM (doses to about 46.2 µM), inactives show top-dose activity change, negative = growth inhibition, most hits filed as inhibitors; 420,000 tested, 15% active; AID 686978, 2013; also: nearly all actives have a fitted effect of over 55% in size
#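 Stably hTDP1-transfected Tdp1-null chicken DT40 cells were treated with library compounds minus camptothecin and grown for at least 48 hr at 37 °C, after which cellular ATP was quantified by luminescence.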
# TDP1 inh: blocks human tyrosyl-DNA phosphodiesterase 1; Q9NUW8; 350,000 tested, 0.28% active; recombinant TDP1, AlphaScreen DNA substrate cleavage; AID 485290; Potency, µM (doses to about 130 µM), without a hit: top-dose activity change, negative = inhibition, most hits filed as inhibitors; also: nearly all actives have a fitted effect of over 40% in size
# Target sequence (Q9NUW8 whole entry, looked up): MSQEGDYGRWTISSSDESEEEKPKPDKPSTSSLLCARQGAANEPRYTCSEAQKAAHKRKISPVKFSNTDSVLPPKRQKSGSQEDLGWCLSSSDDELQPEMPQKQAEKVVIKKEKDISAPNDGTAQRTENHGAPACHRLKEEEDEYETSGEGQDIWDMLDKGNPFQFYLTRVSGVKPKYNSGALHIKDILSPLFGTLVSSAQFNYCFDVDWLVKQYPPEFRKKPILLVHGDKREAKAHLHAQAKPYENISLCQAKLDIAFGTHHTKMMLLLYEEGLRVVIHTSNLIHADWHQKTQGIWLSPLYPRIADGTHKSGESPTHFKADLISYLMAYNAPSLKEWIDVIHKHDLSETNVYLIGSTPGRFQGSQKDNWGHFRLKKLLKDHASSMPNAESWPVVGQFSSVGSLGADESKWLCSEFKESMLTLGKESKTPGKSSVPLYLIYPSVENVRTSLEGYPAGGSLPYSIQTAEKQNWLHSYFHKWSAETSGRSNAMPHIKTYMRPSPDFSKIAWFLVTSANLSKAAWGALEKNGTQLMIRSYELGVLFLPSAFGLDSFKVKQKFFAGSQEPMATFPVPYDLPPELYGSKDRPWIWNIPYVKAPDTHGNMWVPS
#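 E. coli-derived human Tdp1, 1 nM final. Cpd preinc 15 min RT; substrate 15 nM final, 5 min RT; AS bead mix 10 ug/ml final, 10 min RT. Signal loss = tyrosine-FITC cleavage. No-enzyme wells = max signal.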
# TDP1 cell CPT: DT40-hTDP1 cell growth loss with CPT | chicken DT40 Tdp1-/-;hTDP1 cells + 20 nM CPT, ATP luminescence, 48 h | AID 686979 | Potency, µM (top dose mostly 46.2 µM), without a hit: at the highest dose activity change, negative = growth inhibition, actives largely listed as inhibitors | 420,000 tested, 12% active; also: nearly all actives have a fitted effect of over 55% in size
#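 Chicken DT40 Tdp1-/- cells complemented with human TDP1, 400 cells/well, exposed to compounds plus 20 nM camptothecin for at least 48 h at 37 C; viability read as ATP content by CellTiter-Glo luminescence.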
# Starred values were filed as active, the others as inactive; ? = inconclusive; . = no result given; [ ] = another dose, or the depositor's remark. Calls follow the shape of the dose curve; as a rule, active = well fitted curve in the direction sought with a large enough effect; inconclusive = small, poorly fitted or top-dose-only effect, or another doubt; inactive = no such curve, though single readings can be large; an effect the other way counts as inactive or inconclusive. % is scaled to controls: 0 for no effect and ±100 for the full control effect; potency is read from the fitted curve at half-maximal effect.
# Screens in order – TDP1 cell noCPT | TDP1 inh | TDP1 cell CPT
Cc1cccc(NC(=O)C2CC(=O)N(c3ccc4c(c3)OCCO4)C2)n1 (stereo not given)
 : -17% | 0% | -2%
Cc1nc2c(C(F)(F)F)cccc2c2c1CCS2
 : -4% | 5% | 4%
CCOC(=O)c1c[nH]c2c([N+](=O)[O-])cc(OC)cc2c1=O
 : 16µM* | . | 7.3µM*
Cc1ccc(-n2ncc(C(=O)NC3CCCC3)c2C2CCN(C(=O)OC(C)(C)C)CC2)c(C)c1
 : ? | 6% | ?
COc1ccc(NC(=O)Nc2cccc3c2O[C@H](CN(C)S(=O)(=O)c2cccs2)[C@@H](C)CN([C@H](C)CO)C3=O)cc1
 : ? | 3% | ?
CCOC(=O)c1cc(CC)sc1N1C(=O)CC(Sc2ccccc2C(=O)O)C1=O (stereo not given)
 : 4.1µM* | -3% | 2.9µM*
COC(=O)Cc1c(C)c2c(OCc3nn[nH]n3)cc(C)cc2oc1=O
 : -4% | -4% | -4%
CCOc1ccccc1NC(=O)C(NCCc1ccc(OC)cc1)c1ccccc1 (stereo not given)
 : ? | 5% | 23µM*
C/C(=N\NC(=O)c1ccccc1[N+](=O)[O-])c1c(O)cc(C)oc1=O
 : ? | 5% | ?
C/C(=N/OCO/N=C(\C)c1ccccc1F)c1ccccc1F
 : 18% | -1% | -14%
CCOC(=O)CSc1nnc(C)n1N
 : -13% | 6% | -2%
O=S(=O)(c1ccc2c(c1)OCCCO2)N1CCNCC1
 : -15% | 2% | 10%
COC(=O)c1cc(Br)ccc1NC(=O)CCNC(=O)c1ccco1
 : ? | 14% | -21%
C[C@H](CO)N1C[C@H](C)[C@@H](CN(C)C(=O)c2cc(-c3ccccc3)on2)OCc2cn(nn2)CCCC1=O
 : 13% | . | -2%
COc1ccc(/C=N/n2c(-c3n[nH]c4c3CCC4)n[nH]c2=S)cc1
 : -28% | 10% | -14%

# (next part)
# Screens in order – TDP1 cell noCPT | TDP1 inh | TDP1 cell CPT
O=C(NC(c1ccccc1)c1ccc2ccccc2n1)C1CCN(Cc2cccc(C(F)(F)F)c2)CC1 (stereo not given)
 : 6.5µM* | . | 7.3µM*
Cc1c(NC(=O)CSc2nc3ccccc3s2)c(=O)n(-c2ccccc2)n1C
 : -10% | 5% | 10%
CC1=NCCN1S(=O)(=O)c1ccc(Br)c(C)c1
 : -21% | 5% | ?
Cc1cccc(C(=O)OC(C)CN2CCN(C)CC2)c1 (stereo not given)
 : -23% | 4% | -1%
CCC(=O)Nc1nc2c(OC)ccc(OC)c2s1
 : -8% | 7% | 2%
O=S1(=O)CCOC[C@H](CC2CCCCC2)N1Cc1ccccc1
 : ? | . | ?
CCc1nnc2c(NCCc3ccccc3)nc3ccccc3n12
 : -26% | . | 2%
CS(=O)(=O)N1CCN(c2ccc([N+](=O)[O-])cc2F)CC1
 : ? | 5% | -11%
O=C(CSc1nnc(CNc2ccccc2)o1)c1ccc2c(c1)OCCO2
 : ? | 10% | ?
CCOC(=O)c1cc(-c2ccc(N)cc2)sc1N
 : 21µM* | 9% | 18µM*
Nc1cc2c(cc1C(=O)c1ccccc1F)OCCO2
 : -3% | 9% | -7%
O=c1[nH]c2c(c(=O)n1-c1ccccc1)CCO2
 : -20% | . | -16%
Cc1ccc(OCc2cc(C(=O)N(C)CCc3nc4ccccc4[nH]3)no2)cc1C
 : 21µM* | . | 15µM*
Cc1ccc2nc(/C(C#N)=C/c3cn[nH]c3-c3ccc(F)cc3)[nH]c2c1
 : 18µM* | 4% | ?
CC(C)Oc1ccc(CNC(=O)Nc2ccc3c(c2)N(C)C(=O)c2ccccc2S3)cc1
 : 23µM* | 9% | ?

# Rewritten with bars between the fields: entries from further up
canonical_smiles | TDP1 cell noCPT | TDP1 inh | TDP1 cell CPT
CCOc1ccccc1NC(=O)C(NCCc1ccc(OC)cc1)c1ccccc1 (stereo not given) | ? | 5% | 23µM*
C/C(=N\NC(=O)c1ccccc1[N+](=O)[O-])c1c(O)cc(C)oc1=O | ? | 5% | ?
C/C(=N/OCO/N=C(\C)c1ccccc1F)c1ccccc1F | 18% | -1% | -14%
CCOC(=O)CSc1nnc(C)n1N | -13% | 6% | -2%
O=S(=O)(c1ccc2c(c1)OCCCO2)N1CCNCC1 | -15% | 2% | 10%
COC(=O)c1cc(Br)ccc1NC(=O)CCNC(=O)c1ccco1 | ? | 14% | -21%
C[C@H](CO)N1C[C@H](C)[C@@H](CN(C)C(=O)c2cc(-c3ccccc3)on2)OCc2cn(nn2)CCCC1=O | 13% | . | -2%
COc1ccc(/C=N/n2c(-c3n[nH]c4c3CCC4)n[nH]c2=S)cc1 | -28% | 10% | -14%
O=C(NC(c1ccccc1)c1ccc2ccccc2n1)C1CCN(Cc2cccc(C(F)(F)F)c2)CC1 (stereo not given) | 6.5µM* | . | 7.3µM*
Cc1c(NC(=O)CSc2nc3ccccc3s2)c(=O)n(-c2ccccc2)n1C | -10% | 5% | 10%
CC1=NCCN1S(=O)(=O)c1ccc(Br)c(C)c1 | -21% | 5% | ?
Cc1cccc(C(=O)OC(C)CN2CCN(C)CC2)c1 (stereo not given) | -23% | 4% | -1%
CCC(=O)Nc1nc2c(OC)ccc(OC)c2s1 | -8% | 7% | 2%
O=S1(=O)CCOC[C@H](CC2CCCCC2)N1Cc1ccccc1 | ? | . | ?
CCc1nnc2c(NCCc3ccccc3)nc3ccccc3n12 | -26% | . | 2%
CS(=O)(=O)N1CCN(c2ccc([N+](=O)[O-])cc2F)CC1 | ? | 5% | -11%
O=C(CSc1nnc(CNc2ccccc2)o1)c1ccc2c(c1)OCCO2 | ? | 10% | ?
CCOC(=O)c1cc(-c2ccc(N)cc2)sc1N | 21µM* | 9% | 18µM*
Nc1cc2c(cc1C(=O)c1ccccc1F)OCCO2 | -3% | 9% | -7%
O=c1[nH]c2c(c(=O)n1-c1ccccc1)CCO2 | -20% | . | -16%
Cc1ccc(OCc2cc(C(=O)N(C)CCc3nc4ccccc4[nH]3)no2)cc1C | 21µM* | . | 15µM*
Cc1ccc2nc(/C(C#N)=C/c3cn[nH]c3-c3ccc(F)cc3)[nH]c2c1 | 18µM* | 4% | ?
CC(C)Oc1ccc(CNC(=O)Nc2ccc3c(c2)N(C)C(=O)c2ccccc2S3)cc1 | 23µM* | 9% | ?

# Some of these compounds in order of formula weight, low to high:
# Screens in order – TDP1 cell noCPT | TDP1 inh | TDP1 cell CPT
CCOC(=O)c1cc(-c2ccc(N)cc2)sc1N
 : 21µM* | 9% | 18µM*
Cc1cccc(C(=O)OC(C)CN2CCN(C)CC2)c1 (stereo not given)
 : -23% | 4% | -1%
CS(=O)(=O)N1CCN(c2ccc([N+](=O)[O-])cc2F)CC1
 : ? | 5% | -11%

# Going on with the list:
# Screens in order – TDP1 cell noCPT | TDP1 inh | TDP1 cell CPT
O=C(NC1CC1)c1cccc(NC(=O)c2cn3ccccc3n2)c1
 : ? | -3%[56.1 µM] | ?
COc1ccc(-c2oc3ccc(-c4cc(OC)c(OC)c(OC)c4)cc3c2C#Cc2ccsc2)cc1
 : ? | . | ?
CN1CCc2c(sc3nc(NN)n(-c4ccc(Cl)cc4)c(=O)c23)C1
 : ? | . | -23%
COc1ccc(C(=O)NN2C(=O)C3C4C=CC(O4)C3C2=O)cc1 (stereo not given)
 : -5% | 8% | 3%
CC(C)c1ccccc1NS(=O)(=O)c1cccs1
 : 3% | . | -2%
COc1ccc(-c2cccc3c2NC(=O)C3=O)cc1OC
 : 15µM* | -2% | 18µM*
CC(C)C[C@H]1CN([C@@H](CC(C)C)CN2CCCC2CN2C(=S)NC[C@@H]2Cc2ccccc2)C(=S)N1CC1CCCCC1 (stereo not given in full)
 : ? | . | 16µM*
CCOc1ccc(-c2cc3c(=O)n(CC(=O)Nc4c(C)cccc4C)ccn3n2)cc1
 : -12% | 1% | -1%
CCCc1cc(NCCN(C)C)n2c(nc3ccccc32)c1C#N
 : ? | . | -9%
O=C(Cc1c(Cl)cccc1Cl)N/N=C/c1cccnc1
 : 9% | 3% | -14%
O=C(c1ccco1)N1CCN(C(c2ccc(Cl)cc2)c2nnnn2Cc2ccccc2)CC1 (stereo not given)
 : -24% | -1% | -22%
CC(NS(C)(=O)=O)C(c1cccs1)N1CCN(c2ccccc2)CC1 (stereo not given)
 : -7% | 2% | -1%
Cc1ccc(NC(=O)CSc2ncccc2C(=O)Oc2cccc([N+](=O)[O-])c2)cc1Cl
 : ? | -1% | ?
O=C(O)CC(Cc1ccc(Br)cc1)C(=O)Nc1ccccc1 (stereo not given)
 : -14% | . | 18%
Cc1ccc(Nc2nc3nonc3[nH]c2=O)cc1
 : -10% | 2% | 1%

# New compounds follow:
# Screens in order – TDP1 cell noCPT | TDP1 inh | TDP1 cell CPT
COCCCn1c(=O)c2ccccc2n(Cc2ccc(C)cc2)c1=O
 : ? | . | -8%
O=C(NCCCC1CCCC1)C1CCC(=O)N(Cc2cccc(C(F)(F)F)c2)C1 (stereo not given)
 : ? | 2% | ?
COc1ccc(NC(=O)c2cc(C3CCCCN3C(=O)c3ccc4c(c3)CCO4)on2)c(C)c1 (stereo not given)
 : ? | . | -35%
COc1cc2c(cc1OC)/C(=C/C(=O)c1ccc([N+](=O)[O-])c(C)c1)NCC2
 : ? | . | ?
COCCn1c(Cc2ccccc2)nnc1SCc1nc2ccccc2c(=O)[nH]1
 : 16µM* | 1% | ?
O=C(CCC(=O)NNc1nc2ccccc2c2nc(-c3ccccc3)nn12)NCCCN1CCCC1=O
 : ? | 6% | -14%
CCOC(=O)c1cc2c(=O)n3ccccc3nc2n(Cc2ccco2)c1=NC(=O)c1c(F)cccc1Cl
 : 21µM* | 6% | ?
N#Cc1ccc(N[C@@H]2CCN3C(=O)c4ccccc4[C@@H]3C[C@H]2O)cc1
 : -14% | 0%[56.1 µM] | -12%
CC12CCC(C(=O)Nc3cc(F)ccc3F)(CC1=O)C2(C)C (stereo not given)
 : -17% | 3% | -5%
